From PubChem
GDH-TPI counter – GDH-TPI coupling enzyme inhibitors, primary screen, artefact control for M. tuberculosis FBA inhibitor project, biochemical, absorbance, full deck | GDH-TPI coupled enzyme counterscreen, NADH absorbance | inhibition, % at 4.8 µM | 1.2% of 360,000 active | AID 588335, 2011; in the data active = inhibition above about 30%;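 note: 0% = DMSO wells and 100% = wells lacking the enzyme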
FadD28 FP inh – inhibitors of FadD28 bisubstrate probe binding, primary screen, biochemical, fluorescence polarization, single point; Mycobacterium tuberculosis FadD28 fatty-acid-AMP ligase; inhibition, % at 12.5 µM; 0.22% of 360,000 active; AID 588549, 2011; in the data active = inhibition above about 8.5%, passing the limit was not always enough; inconclusive = no clear call, values can overlap the other calls
MazF activator – activators of E. coli MazEF toxin-antitoxin RNase, primary screen, biochemical, fluorescence, uHTS; 0.32% of 350,000 active; AID 504720, 2011; activation, % at 20 µM; FAM/BHQ RNA-DNA oligo cleavage fluorescence, 5 h; in the data active = activation above about 50%
Target sequence (P0AE70 whole entry, looked up): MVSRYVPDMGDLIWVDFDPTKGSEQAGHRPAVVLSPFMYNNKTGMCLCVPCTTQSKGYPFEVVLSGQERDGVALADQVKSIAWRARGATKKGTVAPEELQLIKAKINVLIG
BoNT-F LC inh – BoNT/F light chain protease inhibitors, primary screen, biochemical, flow cytometry, MLPCN library; Multiplex microsphere protease cleavage assay; inhibition, % at 10 µM; 0.22% of 360,000 active; AID 588497, 2011; in the data active = inhibition above about 35%, passing the limit was not always enough; inconclusive = no clear call, values can overlap the other calls; note: plate controls were buffer without enzyme for full effect and enzyme alone for no effect
PrPC surface inh – inhibitors of human cell surface prion protein PrPC, primary screen, cell-based, TR-FRET | inhibition, % at 13.8 µM | TR-FRET read-out | 0.43% of 370,000 active | AID 720596, 2013 | Major prion protein (Homo sapiens), P04156; in the data active = inhibition above about 24%; note: 0% = median of the test wells and 100% = reference compound wells
FBA Mtb inh – Mtb FBA enzyme inhibitors, primary screen, biochemical, fluorescence, strain H37Rv; Fructose-bisphosphate aldolase (Mycobacterium tuberculosis (strain ATCC 25618 / H37Rv)), …; purified M. tuberculosis FBA, fluorescence read-out; inhibition, % at 1 µM; 2.3% of 360,000 active; in the data active = inhibition above about 27%;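 note: 0% = vehicle and 100% = reference inhibitor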
Target sequence (P9WQA3 whole entry, looked up): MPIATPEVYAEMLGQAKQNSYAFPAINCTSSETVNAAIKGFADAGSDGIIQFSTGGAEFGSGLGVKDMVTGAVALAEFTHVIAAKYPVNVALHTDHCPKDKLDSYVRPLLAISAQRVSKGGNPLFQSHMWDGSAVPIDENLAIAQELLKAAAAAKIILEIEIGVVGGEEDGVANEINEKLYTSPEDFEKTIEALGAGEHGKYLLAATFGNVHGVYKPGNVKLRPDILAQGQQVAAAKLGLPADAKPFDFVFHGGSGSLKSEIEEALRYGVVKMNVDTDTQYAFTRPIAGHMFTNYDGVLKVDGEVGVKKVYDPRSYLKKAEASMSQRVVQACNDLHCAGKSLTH
Mtb UGM inh – M. tuberculosis UGM enzyme inhibitors, primary screen, biochemical, fluorescence polarization, single point; UDP-galactopyranose mutase (Mycobacterium tuberculosis (strain ATCC 25618 / H37Rv)), …; purified UGM, fluorescence polarization probe displacement; inhibition, % at 10 µM; 0.06% of 320,000 active; AID 504406, 2011; in the data active = inhibition above about 10%, passing the limit was not always enough; inconclusive = no clear call, values can overlap the other calls
BioA inh – M. tuberculosis BioA enzyme inhibitors, primary screen, biochemical, plate reader, single point, HTS; inhibition, % at 9.99 µM; purified M. tuberculosis BioA enzyme; 7,8-diaminopelargonic acid synthase BioA (Mycobacterium tuberculosis); AID 602481, 2012; 0.096% of 360,000 active; in the data active = inhibition above about 40%; inconclusive = no clear call, values can overlap the other calls
Rv3671c protease – Rv3671c serine protease inhibitors, primary screen, biochemical, fluorescence polarization, M. tuberculosis H37Rv; inhibition, % at 5.96 µM; 0.048% of 320,000 active; P9WHR9; in the data active = inhibition above about 38%;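 note: extracellular domain of Rv3671c used as enzyme; 0% = enzyme with DMSO and 100% = no enzyme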
Target sequence (P9WHR9 whole entry, looked up, the tested form may be a part): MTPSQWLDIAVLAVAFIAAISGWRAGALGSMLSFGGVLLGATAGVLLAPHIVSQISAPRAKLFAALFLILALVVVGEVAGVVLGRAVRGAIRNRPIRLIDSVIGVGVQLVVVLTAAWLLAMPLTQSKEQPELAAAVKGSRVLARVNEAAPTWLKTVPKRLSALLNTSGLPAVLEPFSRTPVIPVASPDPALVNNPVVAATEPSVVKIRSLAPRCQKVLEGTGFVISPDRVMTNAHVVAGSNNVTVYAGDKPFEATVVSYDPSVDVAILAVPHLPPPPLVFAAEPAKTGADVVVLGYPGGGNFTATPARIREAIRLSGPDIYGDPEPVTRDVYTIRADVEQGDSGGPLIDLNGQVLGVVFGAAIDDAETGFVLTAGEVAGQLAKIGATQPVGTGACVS
* = called active by the depositor; u = inconclusive; x = no result given; + = active, no number.

SMILES	GDH-TPI counter	FadD28 FP inh	MazF activator	BoNT-F LC inh	PrPC surface inh	FBA Mtb inh	Mtb UGM inh	BioA inh	Rv3671c protease
CCOc1ccc(NC(=O)N(C2CCCCCC2)C2CCN(C(C)=O)CC2)cc1	-3	-0.3	-2	9	3	0	-0.4	x	-15
CCN(c1ccccc1)S(=O)(=O)c1cccc(C(=O)NCc2ccccn2)c1	1	-2.9	4	0	-8	-1	-1.3	1.3	0
Cc1c(C)c2ccc(O[C@@H]3O[C@H](CO)[C@@H](O)[C@H](O)[C@H]3O)c(C)c2oc1=O	7	0.8	8	3	0	23	-3.5	-1.1	x
CCOc1ccc(C(C(=O)NC2CCCCC2)N(CCOC)C(=O)c2snc(C(N)=O)c2N)cc1 (stereo not given)	4	-2.7	-1	u	-3	4	-2.6	0.2	-8
COc1ccc(CNC(=O)/C=C/c2cc([N+](=O)[O-])ccc2OC(F)F)cc1	19	0.7	7	-2	-7	1	1.3	-0.8	0
COc1cc(Cn2c(=O)oc3ccc(C)cc32)ccc1OC(C)C	3	-0.9	3	-2	0	-4	1.0	-1.4	-9
CC[C@H](C)[C@H]1CNC(=S)N1CC1CCN(CCC(C)C)CC1	-6	-3.5	-6	-6	-9	-1	x	-3.3	x
CCOC(=O)c1sc2nc(CC(=O)OC)nc(NCc3ccco3)c2c1C	11	-3.0	-3	1	-2	20	x	-1.2	x
CC(Oc1ccc2c3c(c(=O)oc2c1)CCCC3)C(=O)NCC1CCC(C(=O)O)CC1 (stereo not given)	10	-4.2	5	5	4	73*	0.8	0.4	-9
COc1ccccc1C/C(N)=N/OC(=O)c1ccc2c(c1)OCO2	4	0.4	1	-2	-3	1	0.6	x	0

Shown with bars between the fields: entries from further up
SMILES | GDH-TPI counter | FadD28 FP inh | MazF activator | BoNT-F LC inh | PrPC surface inh | FBA Mtb inh | Mtb UGM inh | BioA inh | Rv3671c protease
COc1ccc(CNC(=O)/C=C/c2cc([N+](=O)[O-])ccc2OC(F)F)cc1 | 19 | 0.7 | 7 | -2 | -7 | 1 | 1.3 | -0.8 | 0
COc1cc(Cn2c(=O)oc3ccc(C)cc32)ccc1OC(C)C | 3 | -0.9 | 3 | -2 | 0 | -4 | 1.0 | -1.4 | -9

Following part.
SMILES	GDH-TPI counter	FadD28 FP inh	MazF activator	BoNT-F LC inh	PrPC surface inh	FBA Mtb inh	Mtb UGM inh	BioA inh	Rv3671c protease
COc1c(C(O)CC(C)C)ccc2c1C(=O)OCc1cc(C)cc(O)c1O2 (stereo not given)	9	-0.2	-5	-6	-3	-2	-0.2	2.2	4
Cc1cc(NC(=O)c2sc3ccccc3c2O)no1	9	0.4	0	1	5	+	4.5	2.2	x
CCc1nc2ccc(C(=O)Nc3cc(-c4ccccc4)ccc3OC)cn2c1N(CC)Cc1cccc(Br)c1	14	-3.0	x	0	3	6	x	-3.3	x
CCCCOCCCn1c(N)c(C(=O)OC(C)COC)c2nc3ccccc3nc21 (stereo not given)	21	-0.9	-3	6	-12	121*	-0.4	1.0	9
CC(=O)N/N=C(\N)c1nonc1N	1	-0.7	-5	u	-6	2	-1.7	-1.7	3
CCCCCCCCCC(=O)N1c2ccccc2NC(=O)C1CC(=O)Nc1ccc(C(=O)O)cc1 (stereo not given)	-1	-4.8	5	1	6	1	-1.4	2.4	-5
CCC1CCCCN1CCCNC(=O)c1ccc(CS(=O)(=O)Cc2ccccc2F)o1 (stereo not given)	3	2.0	5	3	1	0	0.5	-0.5	-2
COc1ccc(Oc2ccc(C(F)(F)F)cc2NC(=O)c2ccc(F)cc2)cc1	1	-0.4	-7	-6	-6	-1	1.8	0.7	-22
CCOC(=O)c1oc2nc(C)c3c(c2c1N)CC(C)(C)OC3	1	-4.4	3	27	-1	34*	3.7	x	-4
COc1cc(/C=C/C(=O)N2CCCN(C(=O)/C=C/c3cc(OC)c(OC)c(OC)c3)CC2)cc(OC)c1OC	24	0.3	-6	-1	-3	2	1.0	x	-4
Cc1nc(NS(=O)(=O)c2ccccc2)sc1NC(=O)OCCN(C)C	-3	-0.3	29	17	-5	2	1.2	-11	-2
COC(=O)C1=C(C)OC(N)=C(C#N)C1c1ccco1 (stereo not given)	5	-2.5	-3	2	2	5	-5.3	-0.3	10
CCN(CC)CCN(C(=O)Cn1nnc(-c2ccc(OC)c(OC)c2)n1)C(C(=O)NC1CCCC1)c1ccc(F)cc1 (stereo not given)	12	-1.7	0	-4	-3	-1	-0.2	-1.0	-5
COc1ccc(C2=Nn3c(nnc3-c3cccnc3)SC2)cc1	23	-2.2	10	-4	5	0	x	-0.5	x
COc1ccccc1-c1cc(-c2ccc(C)cc2)nc(SCc2nnc(-c3ccccc3)o2)c1C#N	5	0.1	-1	-2	9	-2	-0.4	-0.4	-8
COc1ccc(-c2csc(N(CC3CCCO3)C(=O)c3ccco3)n2)cc1 (stereo not given)	9	-1.1	-8	3	-2	-1	0.6	-2.1	-7
Cc1ccc(S(=O)(=O)CCC(=O)Nc2sccc2C#N)cc1	1	-1.0	1	4	-5	1	1.3	-3.0	2
O=C(O)c1ccccc1Cc1ccc(F)c2ccccc12	-1	-4.8	2	-16	2	-3	x	-0.4	x
COc1cc(OC)c(S(=O)(=O)Nc2ccc(C(=O)N3CCCC3)cc2)cc1NC(C)=O	6	-1.9	-22	-2	4	-1	-0.7	x	1
COc1ccc(NC(=S)N2CCc3ccccc3C2)cc1OC	-2	-1.8	8	-3	2	7	-1.7	8.5	-2
CC(C)CCNC(=O)C12CN(Cc3ccccc3)CC1C(c1ccc([N+](=O)[O-])cc1)=NO2 (stereo not given)	-3	-2.9	-2	2	-2	2	-2.5	-1.4	-8
CN1CCN(S(=O)(=O)c2ccc3c(c2)NC(=O)C2CCCN32)CC1 (stereo not given)	-1	-0.4	4	-1	4	-2	1.1	0.0	-1
CCN(CC)CCNC(=O)Cc1nn(Cc2ccccc2)c(=O)c2ccccc12	-8	-3.3	5	3	6	1	0.7	-0.7	4
CC(C)C(=O)Nc1cccc(C(=O)Nc2nccs2)c1	13	-1.4	-4	-17	3	-1	0.1	0.4	-1
Cc1ccc(S(=O)(=O)Nc2ccc(S(=O)(=O)N3CCOCC3)cc2)cc1[N+](=O)[O-]	-9	-2.6	2	-2	-2	-2	-0.8	-2.5	1
COc1ccccc1N(C(=O)CNC(=O)c1ccco1)C(C(=O)NCC1CCCO1)c1ccccc1 (stereo not given)	-7	0.2	13	26	-7	-2	1.8	-0.6	-5
O=C(COC(=O)c1cccc(S(=O)(=O)N2CCN(c3ccccc3)CC2)c1)NCC1CCCO1 (stereo not given)	-14	-2.5	-10	0	-6	-2	1.3	-3.0	2
CCCn1c(N)c(C(=O)CSc2nc3ccccc3c(=O)n2Cc2ccccc2)c(=O)[nH]c1=O	-1	-8.4	11	-8	9	-2	-1.5	x	-4
CCOC(=O)Cc1cc(=O)n2[nH]c(-c3ccccc3)cc2n1	4	-2.9	0	-2	x	22	-1.3	0.4	4
CCCOc1ccc(N2C(=O)CC(N(Cc3ccco3)C(=O)CCC(=O)O)C2=O)cc1 (stereo not given)	2	-3.0	6	-1	-6	0	-1.0	-0.9	7
Oc1c(Cl)cc(CN2CCCCC2)c2cccnc12	3	-1.2	x	-12	x	1	-0.4	1.3	-1
COc1cc(CN(C)CC2CCCN(CCc3ccccc3F)C2)cc(Cl)c1OC (stereo not given)	-2	-1.8	-4	-5	-7	1	0.3	1.0	x
Cc1ccc(S(=O)(=O)c2nc(-c3ccccc3Br)oc2N(C)C)cc1	9	-2.3	5	-1	6	2	0.3	-0.5	0
Cc1ccc(OCCNC(=O)c2cc(-n3cnnc3)ccc2Cl)cc1C	-2	-7.2	3	-1	0	0	-0.8	0.5	0
COc1ccccc1NC(=O)CN1CCN(c2ccc(Cl)cc2)CC1	0	-0.9	-2	-7	6	-1	1.3	3.2	-3
O=C(CSC1=Nc2ccccc2C2CC=NN12)Nc1ccc2c(c1)OCO2 (stereo not given)	2	-1.0	5	-10	10	-1	x	0.4	x
Cc1ccnc(NC(=O)c2ccc(Cl)s2)c1	1	-2.6	3	6	x	-2	-1.2	0.4	1
Cc1oc2c(c1C(=O)c1ccc(Cl)cc1)C(=O)C(=O)c1ccccc1-2	5	-0.2	5	13	-8	-3	x	x	x
COc1ccc(C(=O)N2CCC(=O)N(C(CO)Cc3ccccc3)CC2)cc1 (stereo not given)	-3	-3.4	0	-1	-4	0	0.1	-4.4	-4
CCN(C(=O)c1ccc(=O)[nH]c1)c1c(N)n(Cc2ccccc2)c(=O)[nH]c1=O	-5	-1.6	-4	-1	-4	4	1.2	-1.3	3

Four entries out of the list, sorted by formula weight, low to high:
SMILES	GDH-TPI counter	FadD28 FP inh	MazF activator	BoNT-F LC inh	PrPC surface inh	FBA Mtb inh	Mtb UGM inh	BioA inh	Rv3671c protease
Oc1c(Cl)cc(CN2CCCCC2)c2cccnc12	3	-1.2	x	-12	x	1	-0.4	1.3	-1
CCN(C(=O)c1ccc(=O)[nH]c1)c1c(N)n(Cc2ccccc2)c(=O)[nH]c1=O	-5	-1.6	-4	-1	-4	4	1.2	-1.3	3
Cc1ccc(S(=O)(=O)c2nc(-c3ccccc3Br)oc2N(C)C)cc1	9	-2.3	5	-1	6	2	0.3	-0.5	0
COc1cc(CN(C)CC2CCCN(CCc3ccccc3F)C2)cc(Cl)c1OC (stereo not given)	-2	-1.8	-4	-5	-7	1	0.3	1.0	x

(further entries)
SMILES	GDH-TPI counter	FadD28 FP inh	MazF activator	BoNT-F LC inh	PrPC surface inh	FBA Mtb inh	Mtb UGM inh	BioA inh	Rv3671c protease
N#CCCn1cnc2ccccc21	9	-0.3	8	2	4	1	-0.2	-3.2	10
Cc1cccn2c(=O)c(/C=C(\C#N)S(=O)(=O)c3ccc(Cl)cc3)c(N3CCC(C(N)=O)CC3)nc12	1	-2.6	-20	-3	-15	-1	0.2	-2.8	-13
COc1ccccc1C=NN=Cc1ccccc1O	20	0.3	5	-5	5	-1	x	x	x
Cc1ccc(NC(=O)CN2CCCCCC2)c(Br)c1	6	-0.4	3	-4	-5	6	x	x	x
CC1CCN(C(=O)c2cc(Cl)nc3ccccc23)CC1	-1	-2.3	-2	1	2	2	1.5	x	2
COc1ccccc1C1(O)C(=O)Nc2ccc(C)cc21 (stereo not given)	-1	1.5	-4	-16	-5	5	0.5	1.6	-10
Cc1c(C)c(C)c(S(=O)(=O)NCCc2ccncc2)c(C)c1C	6	x	11	u	-6	-2	-1.5	-0.5	-6
COc1cc(NC(=O)C/C(C)=N/NC(=O)Cc2ccccc2)c(OC)cc1Cl	8	-0.1	6	-4	-6	3	-0.1	-0.1	7
Cc1ccc(OCC2Cn3c(nc4c3c(=O)[nH]c(=O)n4C)O2)cc1 (stereo not given)	-5	-2.1	0	3	-2	0	0.6	-3.7	-6
O=C(NCc1ccc2c(c1)OCO2)c1ccc(CS(=O)(=O)Cc2cccc(Cl)c2)o1	-1	-3.4	5	-1	1	1	0.3	x	2
O=C(Nc1ccc(C(=O)OC2CCCCC2)cc1)c1ccncc1	3	-6.5	6	-13	-5	0	0.5	0.2	-14
Cc1ccc(S(=O)(=O)n2nc(C)c(C#N)c2N)cc1	-10	-3.6	0	1	-1	-1	-2.1	x	-9
COc1ccccc1NC(=O)c1cc[n+](C)cc1	11	0.0	8	u	-18	0	3.4	2.0	-4
Cc1ccc(-n2c(SCC(=O)Nc3cc(S(=O)(=O)N4CCOCC4)ccc3Cl)nc3ccccc3c2=O)cc1	8	-3.3	-15	2	-3	0	-3.4	x	-8
Cc1cc(CCCCCCCCc2cc(C)cc(=O)o2)oc(=O)c1	-2	-2.2	0	2	3	3	-0.5	4.6	-3
COc1ccc(NC(=S)N2CCC(NC(=O)c3cccc(F)c3)CC2)cc1	-1	-0.8	5	-9	1	1	-2.0	0.9	3
CCOC(=O)c1cnc(-n2nc(C)cc2C)nc1NNc1cc(C)nc(-c2ccccc2)n1	22	-2.1	-16	-15	0	-3	2.7	-1.9	4
